# Source: PubChem
# mIAP block – blocks mouse intestinal alkaline phosphatase. purified mouse IAP, CDP-Star luminescence, 30 min. inhibition, % at 10 µM. 330,000 tested, 0.2% active;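 active = inhibition of at least 40% at 10 µM in the primary screen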;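 also: plate controls were DMSO with enzyme for no effect and no enzyme wells for full effect; values of inactives mirror those of a sister screen read the other way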
# APOBEC3A inh – human APOBEC3A DNA deaminase inhibition; P31941; recombinant A3A, FAM/TAMRA ssDNA deamination fluorescence; inhibition, % at 20 µM; 330,000 tested, 0.41% active;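 active = at least 40% inhibition at 20 µM here, with at most 30% in a related deaminase screen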;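 also: plate controls were A3A with DMSO for no effect and wells lacking A3A enzyme for full effect; some results filed as inactive read as strong as hits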
# Target sequence (P31941 whole entry, looked up): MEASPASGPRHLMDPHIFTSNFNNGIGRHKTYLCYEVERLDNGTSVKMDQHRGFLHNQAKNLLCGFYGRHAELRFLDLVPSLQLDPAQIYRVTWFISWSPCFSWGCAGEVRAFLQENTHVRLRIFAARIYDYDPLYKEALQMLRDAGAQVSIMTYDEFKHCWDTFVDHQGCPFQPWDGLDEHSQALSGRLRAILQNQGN
# MIN6 prolif – MIN6 beta-cell proliferation induction; MIN6 cells proliferation, ATPlite luminescence, 48 h; cells starved in 0.2% serum; 100% = growth in 10% serum; 330,000 tested, 0.29% active; proliferation, % at 10 µM;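 active = compounds whose signal lies at least 3.5 SD above the mean of all wells on their plate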;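 also: 0% = DMSO-treated cells in low-serum medium and 100% = 10% serum control; some compounds called inactive have numbers as strong as hits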
# hIAP inh – blocks human intestinal alkaline phosphatase | P09923 | purified IAP, CDP-Star luminescence, 30 min | inhibition, % at 10 µM | 330,000 tested, 0.12% active | AID 2544;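 active = inhibition reaching a set limit with compound at 10 µM in the primary screen, cut at about 35% in these data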;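 also: plate controls were DMSO wells with enzyme for no effect and no-enzyme buffer wells for full effect; values of inactives mirror those of a sister screen read the other way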
# Target sequence (P09923 whole entry, looked up): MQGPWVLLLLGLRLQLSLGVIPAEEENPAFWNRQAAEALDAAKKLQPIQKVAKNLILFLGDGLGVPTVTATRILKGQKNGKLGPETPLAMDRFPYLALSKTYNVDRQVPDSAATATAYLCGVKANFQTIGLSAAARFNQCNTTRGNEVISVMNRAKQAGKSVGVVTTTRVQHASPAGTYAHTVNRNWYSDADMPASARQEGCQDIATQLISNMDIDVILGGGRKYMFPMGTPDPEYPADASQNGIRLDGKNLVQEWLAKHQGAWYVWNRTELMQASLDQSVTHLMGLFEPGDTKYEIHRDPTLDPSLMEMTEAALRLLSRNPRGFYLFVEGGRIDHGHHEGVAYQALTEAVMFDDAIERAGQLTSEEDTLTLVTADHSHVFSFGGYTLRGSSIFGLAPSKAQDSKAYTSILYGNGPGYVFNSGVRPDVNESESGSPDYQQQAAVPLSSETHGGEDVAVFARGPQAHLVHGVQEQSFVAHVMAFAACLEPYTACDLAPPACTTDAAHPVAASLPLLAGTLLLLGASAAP
# hIAP act – increases human intestinal alkaline phosphatase activity. P09923. 330,000 tested, 0.16% active. activation factor at 10 µM. purified human IAP, CDP-Star luminescence, 30 min; active compounds read high; 1 = vehicle-only enzyme, 0 = enzyme-free background;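 active = activation factor of the enzyme at least 2-fold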; also: the source names both 10 and 20 µM as test concentration; values of inactives mirror those of a sister screen read the other way
# mIAP activ – mouse IAP activation; activation factor at 10 µM; muIAP, CDP-Star luminescence, 30 min; active compounds read high; 1 = vehicle-only enzyme signal, 0 = enzyme-free wells; AID 2805; 330,000 tested, 0.24% active;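 active = activation factor of at least 2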; also: the source names both 10 and 20 µM as test concentration; values of inactives mirror those of a sister screen read the other way
#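 also added = chemiluminescent substrate CDP-Star | test system = mouse IAP enzyme | signal = chemiluminescence readout | compound = DMSO-dissolved test compounds | incubation = 30 min at room temperature | benchmarks = DMSO wells, no-enzyme wells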
# MPTP inh – inhibitors of mitochondrial permeability transition pore | inhibition, % at 10 µM | 360,000 tested, 1.4% active | isolated mouse mitochondria, Ca2+ swelling absorbance, 30 min | AID 602449;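 active = inhibition of 50% or more, scaled per plate between neutral and stimulator controls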;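 also: 0% = DMSO wells given calcium and 100% = 1 mM EGTA wells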
# GRIN3A LBD mod – NR3A (human) ligand-binding domain modulation; 340,000 tested, 2.5% active; Tm shift relative to glycine control, % at 25 µM; NR3A LBD differential scanning fluorimetry, Tm shift; 0% = protein alone, 100% = glycine-bound protein; AID 1259313;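 active = melting temperature shift of at least 10% of the positive control shift, at one fixed dose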
# APOBEC3G inh – APOBEC3G (human) deaminase inhibition; Q9HC16; recombinant A3G, ssDNA deamination FAM/TAMRA fluorescence; inhibition, % at 20 µM; 330,000 tested, 0.28% active;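 active = inhibition of at least 40% at 20 µM, with no more than 30% in the related APOBEC3A deaminase screen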;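 also: plate controls were DMSO wells with A3G for no effect and wells lacking A3G enzyme for full effect; some compounds called inactive have numbers as strong as hits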
# Target sequence (Q9HC16 whole entry, looked up): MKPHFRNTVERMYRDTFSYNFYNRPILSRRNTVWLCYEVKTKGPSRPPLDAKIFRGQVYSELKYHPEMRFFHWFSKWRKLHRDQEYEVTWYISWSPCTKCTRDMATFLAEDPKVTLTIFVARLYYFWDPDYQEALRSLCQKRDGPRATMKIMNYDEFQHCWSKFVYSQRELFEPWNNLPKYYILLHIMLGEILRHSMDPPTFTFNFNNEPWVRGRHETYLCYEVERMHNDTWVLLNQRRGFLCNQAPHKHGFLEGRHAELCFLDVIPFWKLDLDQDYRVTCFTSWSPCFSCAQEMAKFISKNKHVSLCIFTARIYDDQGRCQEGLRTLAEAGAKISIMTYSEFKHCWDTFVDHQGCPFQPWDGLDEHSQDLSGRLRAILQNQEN
# * marks the source's active call; other numbers are inactive results; / = no result given.
# Results follow in this order: mIAP block, APOBEC3A inh, MIN6 prolif, hIAP inh, hIAP act, mIAP activ, MPTP inh, GRIN3A LBD mod, APOBEC3G inh
[1] C=CCC[C@@H](Cc1ccc(F)cc1)C(=O)OC[C@H](C)NC(=O)[C@@H](CC=C)CC(=O)N[C@@H](CO)Cc1ccccc1
  -12, -2, -4, -7, 1.1, 1.1, 1.6, -6, -9
[2] O=C(c1cc(-c2cccs2)nc2ccccc12)N1CCN(S(=O)(=O)c2cccc(F)c2)CC1
  -1, 6, -4, 25, 0.75, 1, 3.2, 0, 5
[3] COc1cc(=O)[nH]c(SCC(=O)Nc2ccc3ccccc3c2)n1
  6, -2, 0, 14, 0.86, 0.94, -0.7, 0, -8
[4] O=C(O)c1cc(O)c2c(c1)C(=O)c1cc(O)cc(O)c1C2=O
  40*, 67*, -3, 17, 0.83, 0.6, 3.1, -2, 28
[5] CNC(=O)Nc1cc(C(F)(F)F)cc(C(F)(F)F)c1
  -46, -3, -5, -2, 1, 1.5, 64*, -1, -5
[6] CN1/C(=C/C(=O)C2CC2)C(C)(C)c2ccccc21
  2, -4, -6, 2, 0.98, 0.97, -0.3, -2, -16
[7] COc1ccc(NC(=O)CN2CCC(NC(=O)C3CCCCC3)CC2)c([N+](=O)[O-])c1
  -3, -3, 1, -2, 1, 1, 2.1, -1, -13
[8] Cc1ccc(O)c(NC(=O)c2noc3c2CCCCC3)c1
  -1, -4, -2, 4, 0.96, 1, 0.7, -2, -7
[9] COc1ccc(S(=O)(=O)N2CCCC2C(=O)Nc2nnc(-c3cccnc3)s2)cc1 (centres undefined)
  9, 0, -2, 4, 0.96, 0.91, -2.6, -1, 24
[10] Cn1c(N)c(C(=O)Nc2ccccc2F)sc1=S
  -16, -4, -1, -15, 1.2, 1.2, 2.3, 3, -3
[11] N#CC1(NC(=O)COC(=O)c2ccc(-c3ccc(O)cc3)cc2)CCCCC1
  -4, -4, -2, 16, 0.84, 1, 0.1, -5, -7
[12] COc1ccc(OC)c(C(C(=O)NC2CCCCC2)N(C(=O)c2snc(C(N)=O)c2N)c2ccccc2OC)c1 (centres undefined)
  -8, -2, 7, 7, 0.93, 1.1, -0.8, -3, -5
[13] Cc1ccc2c(c1)C(SCC(=O)NCCc1ccccc1)CC1(CCCC1)O2 (centres undefined)
  -64, -3, -6, -9, 1.1, 1.6, 0.7, -11, -6
[14] NC(=S)NNC(=S)Nc1ccccc1
  12, -2, -3, -42, 1.4, 0.88, -1.4, -1, 24
[15] C=CCN(c1cccc(C(F)(F)F)c1)S(=O)(=O)c1cccc(C(=O)OCC(=O)NCCC)c1
  8, -1, 0, -34, 1.3, 0.92, 4.9, -8, -7
[16] C=CCn1c(SCC(=O)C23CC4CC(CC(C4)C2)C3)nc(O)cc1=O
  0, -5, -1, -8, 1.1, 1, 2.4, -1, -11
[17] CCC(CC)C(=O)NCCc1ccc(OC)cc1
  3, -3, -1, -19, 1.2, 0.97, -0.4, -1, -5
[18] CN=C1c2ccccc2CN1c1cccc(C(=O)OC)c1
  2, -2, -3, 22, 0.78, 0.98, 1.8, -1, -4
[19] CC(C)c1ccccc1OCC(=O)Nc1nnc(C2CC2)s1
  2, -4, -5, -18, 1.2, 0.98, 1.1, 0, -7
[20] COc1ccc(-c2nc(CSCC(=O)N3CCN(C(=O)c4ccco4)CC3)c(C)o2)cc1OC
  15, 1, -2, 0, 1, 0.85, 7.8, -3, 5
[21] Cc1ccc2nc(NC(=O)[C@H](C)N3C(=O)C4CC=CCC4C3=O)sc2c1 (some centres undefined)
  3, 5, -1, 8, 0.92, 0.97, -0.2, 0, -8
[22] CCOC(=O)C1CCN(C(=O)CCNC(=O)Cn2ccc3ccccc3c2=O)CC1
  -1, 1, 1, 10, 0.9, 1, -0.1, -2, -6
[23] NC(=O)c1cccnc1Nc1cccc(F)c1
  2, -4, -1, 2, 0.98, 0.98, 0.8, -1, -5
[24] O=C(CSc1nc2ccccc2[nH]1)NC1CCCc2ccccc21 (centres undefined)
  17, -2, 0, -7, 1.1, 0.83, 0.4, -4, -5
[25] CCCCN(C(=O)c1ccc(-c2ccc(Cl)cc2)o1)c1c(N)n(CCCC)c(=O)[nH]c1=O
  -7, 4, -4, 4, 0.96, 1.1, -0.6, -4, -4
[26] CCc1ccc(OCC2c3cc(OC)c(OC)cc3CCN2C(=S)NCCOC)cc1 (centres undefined)
  -12, 1, 0, -13, 1.1, 1.1, 2.8, -8, 4
[27] CCCCOCCCNC(=O)c1ccc(NC(C)=O)cc1
  -4, -5, -1, -7, 1.1, 1, -0.1, -13, -7
[28] CC(=O)Nc1nnc(CCS(=O)(=O)c2ccc(C)cc2)s1
  -6, 4, 0, 11, 0.89, 1.1, -1.3, 1, -4
[29] S=c1[nH]nc(COc2ccc(Cl)cc2)n1Cc1ccco1
  -6, 0, -2, 7, 0.93, 1.1, -1.0, 1, 6
[30] CCc1nnc(NC(=O)CCC(=O)N2CCN(Cc3cc(F)ccc3OC)CC2)s1
  -2, 3, -4, -13, 1.1, 1, 0.6, 0, -5

# Structures above with a CF3 group (two):
# Results follow in this order: mIAP block, APOBEC3A inh, MIN6 prolif, hIAP inh, hIAP act, mIAP activ, MPTP inh, GRIN3A LBD mod, APOBEC3G inh
[5] CNC(=O)Nc1cc(C(F)(F)F)cc(C(F)(F)F)c1
  -46, -3, -5, -2, 1, 1.5, 64*, -1, -5
[15] C=CCN(c1cccc(C(F)(F)F)c1)S(=O)(=O)c1cccc(C(=O)OCC(=O)NCCC)c1
  8, -1, 0, -34, 1.3, 0.92, 4.9, -8, -7

# Next section.
# Results follow in this order: mIAP block, APOBEC3A inh, MIN6 prolif, hIAP inh, hIAP act, mIAP activ, MPTP inh, GRIN3A LBD mod, APOBEC3G inh
[31] COc1ccc(CSc2nncn2N)cc1Br
  -5, 4, 1, 7, 0.93, 1, -0.3, 1, 9
[32] CN(C)c1ncc(S(=O)(=O)c2ccc(Cl)cc2)c(-c2ccc(Cl)cc2Cl)n1
  2, -1, -6, -25, 1.2, 0.98, 2.3, 0, -4
[33] C/C(=N/NC(=O)c1ccco1)c1ccc(Br)s1
  1, -1, 4, -5, 1.1, 0.99, -0.5, 2, -4
[34] Cc1ccc(NC(=O)C(Nc2ccccc2)c2ccccc2)cc1 (centres undefined)
  -44, 0, -2, -18, 1.2, 1.4, 0.7, -3, -8
[35] c1ccc2[nH]c(CN3CCCCC3)nc2c1
  4, -2, 1, 5, 0.95, 0.96, 0.1, -14, -5
[36] COc1ccc(/C(C)=N/Nc2ccccc2Cl)c(O)c1
  3, 7, 2, 5, 0.95, 0.97, 2.8, 2, 34
[37] O=C(NCc1ccco1)C1CCCN1C(=O)Nc1ccc(Cl)cc1 (centres undefined)
  -4, -1, -2, -2, 1, 1, -1.6, 2, -7
[38] CCc1ccc(N(CC(=O)Nc2sc3c(c2C(=O)OC)CCCC3)S(C)(=O)=O)cc1
  8, 0, -6, 7, 0.93, 0.92, 3.3, -6, -2
[39] CCn1c(=O)n(CC)c2cc([N+](=O)[O-])ccc21
  -4, 1, -2, 11, 0.89, 1, 1.0, 1, 1
[40] Cc1c(C(=O)NCCCN2CCCC2=O)oc2ccccc12
  7, 7, 1, 18, 0.82, 0.93, -7.8, 1, 0
[41] COc1ccccc1NC(=O)N1CCN(C)CC1
  4, 3, -3, -7, 1.1, 0.96, 0.6, -1, 2
[42] O=C(Nc1cc(S(=O)(=O)N2CCCC2)ccc1OCC(F)(F)F)c1ccc(F)cc1
  17, -2, 0, 7, 0.93, 0.83, -0.4, -2, -8
[43] CCCc1nnc(SCC(=O)Nc2cccc(Cl)c2Cl)o1
  7, 4, 0, -6, 1.1, 0.93, 0.2, -1, -1
[44] C=CCOc1ccccc1/C=N/NC(=O)Cc1ccc(C)cc1
  -3, -1, -2, 15, 0.85, 1, 1.0, -3, -3
[45] COc1cc(C(CCN2CCOCC2)c2c(OC)cc(OC)c3c(-c4ccccc4)cc(=O)oc23)cc(OC)c1OC (centres undefined)
  -3, 2, /, /, /, 1, -2.3, -2, -3
[46] CCOC(=O)[C@H]1[C@H]2COc3ccc(Cl)cc3[C@@H]2N2C(=O)CNC(=O)[C@@]12C
  0, 1, 1, 13, 0.87, 1, -1.8, 1, -2
[47] O=C(CN(C(=O)CCC(=O)Nc1nccs1)C1CCCC1)NCc1ccc2c(c1)OCO2
  -2, 0, 1, 4, 0.96, 1, -0.2, -1, -2
[48] CCn1c(SCC(=O)Nc2ccc(F)cc2)nnc1C1CC1
  0, -5, -4, -30, 1.3, 1, -0.2, 1, 9
[49] O=C(CN(C1CCCCC1)S(=O)(=O)c1ccc(Br)cc1)NCc1ccncc1
  2, 2, 1, 0, 1, 0.98, 0.4, 0, -7
[50] O=C(CSc1nc2ccccc2s1)N1N=C(c2cccs2)CC1c1ccc(F)cc1 (centres undefined)
  6, -5, 0, 10, 0.9, 0.94, 0.7, 9, -7
[51] Cc1cc(NCCCN2CCOCC2)n2ncc(-c3ccc(Cl)cc3)c2n1
  1, -4, -6, 4, 0.96, 0.99, -6.1, -17, -7
[52] CSc1nc(-c2ccco2)nn1C(=O)c1ccco1
  15, 2, 1, -3, 1, 0.85, -1.9, 0, 9
[53] COc1ccc(CCNC(=O)C(=O)Nc2ccc3c(c2)OCCO3)cc1OC
  -5, 4, -1, -10, 1.1, 1, -0.9, -1, -3
[54] CCOC(=O)N1CCC(NC(=O)COc2cc(=O)n(C)c3ccccc23)CC1
  1, -2, 0, -27, 1.3, 0.99, -0.8, 2, -11
[55] Cc1ccc(NC(=O)COC(=O)c2c[nH]c3ccccc23)cc1C
  -1, -5, 1, -4, 1, 1, 1.9, -3, -9
[56] O=C(CSc1n[nH]c(=O)n1C1CC1)Nc1ccc(OC(F)(F)F)cc1
  -6, 0, -1, -19, 1.2, 1.1, 0.6, 3, -5
[57] CC(=O)c1ccc(Cc2ncc(C(F)(F)F)cc2Cl)s1
  5, 1, -2, -1, 1, 0.95, -1.7, 1, -5
[58] COc1cccc(OCc2cc(C(=O)N3CCN(C4CCCC4)CC3)no2)c1
  5, 2, 0, -5, 1.1, 0.95, -1.0, 2, -2
[59] COc1cccc(C(=O)Oc2cccc(N3C(=O)C4C5CC(C(Br)C5Br)C4C3=O)c2)c1 (centres undefined)
  6, -2, -1, -14, 1.1, 0.94, 2.6, 1, -11
[60] CCCC[C@@H]1CN=C(N)N1CC(C)(C)C
  -2, -1, 0, 16, 0.84, 1, 0.3, -2, -1
[61] COc1ccc(/C=C/C(=O)NC(=S)NNC(=O)c2cccs2)cc1OC
  5, -1, 0, -32, 1.3, 0.95, 2.0, -3, -11
[62] COC(=O)CNC(=O)c1cn(CC(C)C)c(=O)c2cc(OC)c(OC)cc12
  5, 1, -2, 0, 1, 0.95, 0.0, 0, 2
[63] CS(=O)(=O)N1CCCC(C(=O)Nc2ccccc2C(F)(F)F)C1 (centres undefined)
  -3, 0, -2, 9, 0.91, 1, -0.1, -3, -6

# From entry 60 up to 63, copied from above:
# Results follow in this order: mIAP block, APOBEC3A inh, MIN6 prolif, hIAP inh, hIAP act, mIAP activ, MPTP inh, GRIN3A LBD mod, APOBEC3G inh
[60] CCCC[C@@H]1CN=C(N)N1CC(C)(C)C
  -2, -1, 0, 16, 0.84, 1, 0.3, -2, -1
[61] COc1ccc(/C=C/C(=O)NC(=S)NNC(=O)c2cccs2)cc1OC
  5, -1, 0, -32, 1.3, 0.95, 2.0, -3, -11
[62] COC(=O)CNC(=O)c1cn(CC(C)C)c(=O)c2cc(OC)c(OC)cc12
  5, 1, -2, 0, 1, 0.95, 0.0, 0, 2
[63] CS(=O)(=O)N1CCCC(C(=O)Nc2ccccc2C(F)(F)F)C1 (centres undefined)
  -3, 0, -2, 9, 0.91, 1, -0.1, -3, -6

# Random draw from the library; 5% or so of the library scored in one or more.
